# High-throughput results deposited in PubChem by National Center for Advancing Translational Sciences (NCATS).
# L3MBTL1 block: L3MBTL1 (human) inhibition; Q9Y468; AlphaScreen L3MBTL1–H3K9me1 peptide binding; Potency, µM (top dose mostly 57.1 µM), for the others: top-dose activity, negative = inhibition, usual class: inhibitors; actives 0.66% (n = 230,000); AID 485360; further: on the % scale 0 is the no-effect control and ±100 the full control effect; nearly all actives have a fitted effect of over 60% in size
#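 Read-out is AlphaScreen signal from streptavidin donor and nickel chelate acceptor beads (10 ug/mL final each) bridging L3MBTL1 (50 nM) and biotinylated K9-monomethylated H3(1-15) peptide (75 nM), after 30 min compound exposure at room temperature.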
# TRb SRC2 PPI: TRbeta-SRC2 interaction inhibition; Potency, µM (highest dose often 106 µM), for the others: at the top dose activity change, negative = inhibition, usual class: inhibitors; actives 0.065% (n = 280,000); P10828; TRbeta-SRC2 peptide binding, fluorescence polarization; receptor liganded with 1 µM T3;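 further: plate controls were bound peptide for no effect and peptide without receptor for full effect; nearly all actives have a fitted effect of over 50% in size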
#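 TRb LBD 0.6 uM + Texas Red SRC2 peptide 20 nM, 1 uM T3, Tris buffer w/ 5% DMSO; compound pinned, 5 h RT; FP read ex 555/em 632; normalized to unbound and bound controls.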
# Tau ThT inhib: tau fibrillization inhibition (ThT binding) | AID 1460 | P10636 | Potency, µM (top dose mostly 57.4 µM), inactives show top-dose activity, negative = inhibition, actives largely listed as inhibitors | recombinant tau K18 P301L, heparin-induced fibrillization, ThT fluorescence | actives 2.1% (n = 270,000); further: on the % scale 0 is the no-effect control and ±100 the full control effect; nearly all actives have a fitted effect of over 55% in size
# Target sequence (P10636 561-689 P618L limits assumed): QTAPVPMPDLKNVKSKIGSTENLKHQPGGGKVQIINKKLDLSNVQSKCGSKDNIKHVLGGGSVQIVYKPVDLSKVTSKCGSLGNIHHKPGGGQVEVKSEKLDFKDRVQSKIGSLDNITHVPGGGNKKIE
#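 K18 P301L tau (15 uM + 0.24 uM Alexa 594-tagged), heparin 20 uM, NaOAc pH 7, 6 h 37 C; ThT 30 uM, 1 h RT, ex 450/em 510 nm.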
# TexasRed fluor: alters Texas Red total fluorescence, flagging assay interference; TRb/SRC2 Texas Red total fluorescence interference; AID 1479; actives 0.29% (n = 280,000); Potency, µM (doses to about 106 µM), without a hit: at the highest dose fluorescence change, negative = quenching; active means well fitted curve in either direction with a large enough effect; inconclusive means small, poorly fitted or top-dose-only effect; further: on the % scale 0 is the no-effect control and ±100 the full control effect
#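 Human TRβ ligand-binding domain (0.6 uM) and Texas Red SRC2 peptide (20 nM) in Tris buffer with 1 uM T3 and 5% DMSO were incubated with pinned compound for 5 hr at ambient temperature. Total fluorescence was computed as S + 2P (555/632 nm).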
# Tau fibril FP: blocks human tau fibril formation measured by polarization; P10636; K18 P301L tau heparin fibrillization, Alexa594 FP, 6 h; Potency, µM (doses to about 57.7 µM), without a hit: at the top dose activity, negative = inhibition, hits mostly inhibitors; actives 0.39% (n = 280,000); AID 1468; further: on the % scale 0 is the no-effect control and ±100 the full control effect; nearly all actives have a fitted effect of over 55% in size
#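 Human K18 P301L fragment (15 uM unlabeled plus 0.24 uM Alexa 594-labeled) in 100 mM sodium acetate pH 7 with compound, aggregation induced by 20 uM heparin for 6 hr at 37 C. ThT (30 uM) added for 1 hr, then Alexa 594 FP read.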
# HTT cytoprotect: Huntington cell model cytoprotection by ATP luminescence; PC12 HTT-Q103 induced, cytoprotection, ATP luminescence, 40 h; Potency, µM (doses to about 56.4 µM), inactives show cytoprotection (ATP increase), usual class: activators; actives 0.14% (n = 230,000);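 further: % of control where 0% means no effect; nearly all actives have a fitted effect of over 45% in size; toxic huntingtin expression switched on by the ecdysone agonist tebufenozide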
#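 Stable PC12 Q103-GFP cells in serum-supplemented, phenol red-free DMEM; induction by tebufenozide at 100 nM final; compound dose series; cell viability quantified luminescently from ATP.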
# RECQ1 inh: blocks DNA unwinding by human RECQ1; P46063; RECQ1 DNA unwinding, red fluorescence kinetic read; Potency, µM (highest dose often 57.3 µM), without a hit: at the highest dose activity, negative = inhibition, hits mostly inhibitors; actives 0.54% (n = 240,000);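 further: plate controls were vehicle for no effect and no enzyme for full effect; nearly all actives have a fitted effect of over 30% in size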
# Target sequence (P46063 whole entry, looked up): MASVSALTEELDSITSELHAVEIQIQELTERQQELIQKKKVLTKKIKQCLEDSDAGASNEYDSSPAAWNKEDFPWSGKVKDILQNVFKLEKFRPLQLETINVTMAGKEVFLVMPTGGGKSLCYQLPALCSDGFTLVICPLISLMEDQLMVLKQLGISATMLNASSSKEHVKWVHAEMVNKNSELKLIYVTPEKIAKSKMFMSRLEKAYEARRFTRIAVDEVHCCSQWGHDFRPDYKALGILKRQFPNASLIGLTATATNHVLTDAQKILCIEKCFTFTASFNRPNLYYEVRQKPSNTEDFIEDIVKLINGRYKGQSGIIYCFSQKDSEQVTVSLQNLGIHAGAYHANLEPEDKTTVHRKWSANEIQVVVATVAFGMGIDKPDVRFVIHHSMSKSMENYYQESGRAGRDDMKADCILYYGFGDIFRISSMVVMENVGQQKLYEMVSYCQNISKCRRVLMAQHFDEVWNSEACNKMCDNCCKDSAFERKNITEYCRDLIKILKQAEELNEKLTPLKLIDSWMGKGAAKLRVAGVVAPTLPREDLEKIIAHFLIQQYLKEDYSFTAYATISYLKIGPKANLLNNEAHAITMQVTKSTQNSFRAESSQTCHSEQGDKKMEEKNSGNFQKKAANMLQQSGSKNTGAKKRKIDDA
#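 RECQ1T1 50 nM; forked duplex (20 bp + 30-nt ss tails) 200 nM, ATP 2 mM final; pH 8.0, 2 mM MgCl2, 2.5 ug/ml poly(dI-dC); 15 min compound preincubation; discontinuous kinetic read over 2 h at RT.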
# Tau fluor cs: counter-screen for tau fibril formation inhibitors. tau K18 P301L (four-repeat tau fragment) Alexa594 fluorescence, heparin fibrillization. Potency, µM (top dose mostly 57.7 µM), for inactives: top-dose activity change, negative = decrease. actives 0.93% (n = 280,000). AID 1463; further: on the % scale 0 is the no-effect control and ±100 the full control effect; nearly all actives have a fitted effect of over 55% in size
#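 Human K18 P301L tau (15 uM unlabeled plus 0.24 uM Alexa 594-labeled, final) in 100 mM sodium acetate pH 7 was mixed with compound and 20 uM heparin and incubated 6 hr at 37 C.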
# Active calls of the source: *; i = inactive; u = inconclusive; x = not tested or not shown; & = joins results of further samples; [ ] = another dose, or the depositor's remark. Unless noted, the call rests on the fitted dose curve; in most records, active means well fitted curve in the direction sought with a large enough effect; inconclusive means small, poorly fitted or top-dose-only effect, or another doubt; inactive means no such curve, though single readings can be large; an effect the other way counts as inactive or inconclusive. Potency means the concentration at half of the fitted maximal effect. An excerpt (hit frequency here may not be typical).
# Results follow in this order: L3MBTL1 block | TRb SRC2 PPI | Tau ThT inhib | TexasRed fluor | Tau fibril FP | HTT cytoprotect | RECQ1 inh | Tau fluor cs
NC(=O)/C(=N\OC(=O)c1ccco1)c1nc(-c2ccc(Br)cc2)cs1
 : 0% | 5% | u | 1% | 1% | 25% | i | -9%
Cc1ccc2c(Cl)cc(Cl)c(OCC(=O)Nc3cc(C)on3)c2n1
 : 6% | -8% | 1% | -1% | -1% | 10% | -1% | 0%
COC(=O)CSC(=S)N1C(C)CCCC1C (stereo unspecified)
 : x | -3% | -1% | -1% | 2% | -8% | -4% | -4%
Cc1ccc(NC(=O)CSc2nnc(Cn3c(=O)sc4ccccc43)n2C)cc1Cl
 : u | 6% | -6% | -7% | -11% | -8% | i | -14%
Cc1cc(Nc2ccc(F)cc2C)n2nc(C)nc2n1
 : x | -21% | -11% | -1% | -1% | 79% | -9% | -5%
C(#CCN1CCOCC1)COCCCOC(c1ccccc1)c1ccccc1
 : x | -7% | -14% | -3% | -5% | -12% | -12% | -13%
CCOc1cc(C2C(C#N)=C(N)SC(N)=C2C#N)ccc1OCCN1CCOCC1
 : 1% | 18% | 25µM* | 5% | u | -18%[0.074 µM] | -13% | -29%
Cn1cnnc1SCc1ccc(C#N)cc1
 : 1% | -13% | -2% | 0% | 4% | 1%[10 µM] | -7% | 0%
CCCN1CN(Cc2ccccc2)CNC1=S
 : -3% | -2% | -6% | u | 1% | -16%[10 µM] | -8% | -3%
Cc1ccc(C(=O)NNC(=O)c2cccnc2SCc2cccc([N+](=O)[O-])c2)cc1
 : 12% | -12% | -1% | u | -14% | -2%[10 µM] | -15% | -10%
CCN1C(=O)/C(=C\N2CCN(c3ccccc3)CC2)SC1=S
 : x | -1% | -11% | 0% | -4% | -2% | -2% | -16%
O=C(CN1C(=O)C2(SCC(=O)N2c2ccc(F)cc2)c2ccccc21)NCCc1ccccc1 (stereo unspecified)
 : x | 1% | -2% | -21% | 4% | x | x | -10%
CC(C)c1ccc(Nc2ncnc3c2nc2n3CCCC2)cc1
 : x | 2% | -16% | 2% | 6% | x | x | -14%
CC(=O)COC(=O)C1CC(=O)N(c2ccc(C)c(C)c2)C1 (stereo unspecified)
 : -17% | 10% | 4% | 4% | -2% | 3%[10 µM] | 9% | -3%
COc1ccc(CNC(=O)c2cnc3scc(C)n3c2=O)cc1
 : -8% | -4% | 4% | -2% | -15% | -8% | 11% | -2%
Cc1ccc(C)c(N2CCN(CCCNC(=O)Cn3cccc3C(=O)c3ccccc3)CC2)c1
 : x | -8% | -21% | -6% | 2% | -50%[inhibitor] | -9% | -11%
CCc1nc2ccccc2n1CC(=O)Nc1cc(C)on1
 : u | 1% | -1% | -1% | 0% | -21% | -11% | -2%
Fc1ccc(CNC(=S)NC2CCCC2)cc1
 : 5% | 3% | 5% | 0% | -5% | 5%[10 µM] | -6% | 1%
COc1ccc(C2NC(=O)C(C#N)=C(S)N2c2cccc(C)c2)cc1OC (stereo unspecified)
 : 5% | 2% | u | 1% | u | 54% | i | -15%
COc1ccc(N=C2SC(CC(=O)Nc3ccccc3)C(=O)N2Cc2ccccn2)cc1 (stereo unspecified)
 : -30% | 8% | -17% | -1% | 7% | u | -1% | u
O=c1[nH]c(N/N=C/c2cc3c(cc2[N+](=O)[O-])OCO3)nc2ccccc12
 : -2% | 1% | u | -4% | 1% | -16%[10 µM] | -4% | -19%
CCn1c(SCC(=O)NCc2ccco2)nc2c(c1=O)SC(C)C2 (stereo unspecified)
 : -2% | -4% | -3% | -2% | -3% | 9%[1.9 µM] | -28% | 5%
COc1ccc(CCN(C)S(=O)(=O)c2ccc(Cl)nc2)cc1OC
 : 0% | 0% | -5% | -7% | -4% | -20% | -2% | -9%
CCOc1ccc(C(=O)N(Cc2cc(OC)c(OC)c(OC)c2)c2ccccn2)cc1
 : x | -3% | u | 3% | 2% | x | x | -19%
Cc1ccc(OCC(=O)c2ccc(Cl)s2)c([N+](=O)[O-])n1
 : -30% | -5% | 14µM* | -2% | u | 16%[10 µM] | -6% | u
CCOc1ccc2oc(=O)cc(CN3CCN(C(=O)c4ccc(Cl)cc4)CC3)c2c1
 : x | -2% | -2% | -1% | 4% | x | x | 3%
Cn1cnnc1SCC(=O)c1c(N)n(Cc2ccccc2)c(=O)n(C)c1=O
 : x | -4% | -11% | 1% | 2% | -18% | i | -10%
COCCCN(Cc1ccco1)C(=O)c1cc2c(s1)-c1ccccc1OC2
 : x | 5% | u | -11% | 9% | x | x | -16%
Cc1c(N=CN2CCOCC2)c(=O)n(C)c(=O)n1C
 : -4% | -11% | 9% | -7% | -2% | 8%[10 µM] | 0% | 9%
Cc1ccn2c(=O)cc(COc3ccc(NC(=O)COc4ccccc4)cc3)nc2c1
 : x | -1% | u | -1% | 2% | x | x | 4%
COC(=O)CSc1ncnc2c1cnn2-c1ccc(C)cc1C
 : u | -1% | -7% | 0% | 2% | -6% | -8% | -10%
CC1=C(C(=O)Nc2ccccc2)C(c2ccc(N(C)C)cc2)NC(=O)N1 (stereo unspecified)
 : x | 3% | -6% | 4% | 5% | -5% | i | -11%
CCCCCCCCCCCCCCCCCCCCCCO
 : x | 3%&0% | -9% | 2%&-1% | -10% | -8% | -11% | -5%
COC(=O)COc1ccc(S(=O)(=O)N2CCCCC2)cc1[N+](=O)[O-]
 : 6% | 5% | -16% | 0% | -5% | -1% | 21% | -17%
Cn1ccnc1SCC(=O)c1c[nH]c2ccccc12
 : -9% | -4% | -2% | 2% | 2% | -27% | i | -10%
O=C(Cn1cnc2scc(-c3ccccc3)c2c1=O)N1CCOCC1
 : x | 5% | 2% | -2% | -1% | -7%[0.074 µM] | -10% | 1%
CCCCOc1cccc(C(=O)N(Cc2cccs2)c2ccc(OC)cc2)c1
 : x | -3% | -14% | -8% | 0% | x | x | -10%
O=S(=O)(c1ccc(Cl)s1)N1CCN(C/C=C/c2ccccc2)CC1
 : -1% | -24% | -19% | -4% | -5% | -5%[10 µM] | 0% | -20%
CCN(CC)CCOc1ccc(Br)cc1
 : -7% | 0% | -1% | 3% | -8% | 3% | 5% | -2%
CCC(C)NC(=O)c1csc2c1CCCCC2 (stereo unspecified)
 : x | -1% | -4% | -2% | 3% | -4% | -5% | -5%
COC(=O)c1nc2n(n1)C(c1cccc(Cl)c1)C(C(=O)Nc1ccccc1OC)=C(C)N2 (stereo unspecified)
 : x | -5% | -1% | 0% | -5% | x | x | 1%
CCOC(=O)C1CCCN(Cc2nc3ccc([N+](=O)[O-])cc3c(=O)n2-c2ccc(OC)cc2OC)C1 (stereo unspecified)
 : -2% | -3% | u | -2% | -12% | -22% | i | -20%
CC(C)Cn1c(-c2cc([N+](=O)[O-])ccc2Cl)nc2c1c(=O)[nH]c(=O)n2Cc1ccccc1
 : -6% | -14% | 5% | u | -11% | 3%[1.9 µM] | -8% | -6%
Nc1ncc(Br)cc1S(=O)(=O)NCCC(=O)N1CCN(c2ncccn2)CC1
 : -7% | -4% | -13% | 0% | -1% | 22% | -1% | -5%
CCC(N)(C(=O)O)c1ccc(C(=O)O)cc1 (stereo unspecified)
 : x | 2% | -2% | -4% | -1% | -35%[inhibitor] | i | -6%

# 3 records picked at random from the list so far:
# Results follow in this order: L3MBTL1 block | TRb SRC2 PPI | Tau ThT inhib | TexasRed fluor | Tau fibril FP | HTT cytoprotect | RECQ1 inh | Tau fluor cs
COC(=O)COc1ccc(S(=O)(=O)N2CCCCC2)cc1[N+](=O)[O-]
 : 6% | 5% | -16% | 0% | -5% | -1% | 21% | -17%
CCN(CC)CCOc1ccc(Br)cc1
 : -7% | 0% | -1% | 3% | -8% | 3% | 5% | -2%
O=C(Cn1cnc2scc(-c3ccccc3)c2c1=O)N1CCOCC1
 : x | 5% | 2% | -2% | -1% | -7%[0.074 µM] | -10% | 1%

# (more compounds)
# Results follow in this order: L3MBTL1 block | TRb SRC2 PPI | Tau ThT inhib | TexasRed fluor | Tau fibril FP | HTT cytoprotect | RECQ1 inh | Tau fluor cs
C=C1C(=O)OC2C[C@@]3(C)CCCC(C)C3=CC12 (stereo partly specified)
 : x | -20% | -10% | -3% | 3% | x | -15% | -9%
COc1ccccc1N1CCN(c2cc(C)nc3nc(C)nn23)CC1
 : 0% | 0% | 9% | -6% | 6% | 1%[10 µM] | 2% | 9%
CCN(CCC(=O)O)c1ccccc1
 : x | 1% | -6% | 1% | 3% | -16% | 11% | -3%
Cc1ccc(-c2nnc(Cc3ccc(Cl)cc3)o2)cc1
 : x | 3% | -15% | 0% | 3% | 2% | -8% | -11%
O=C1C(=O)N(CCOCCO)C(c2ccccn2)/C1=C(\O)c1ccccc1 (stereo unspecified)
 : 50%[activator] | -1% | -11% | -6% | -16% | -15%[10 µM] | -10% | -15%
CCOc1ccc2c3c(c(=O)oc2c1OCC)CCCC3
 : -1% | -2% | -19% | -3% | -5% | -14% | -2% | -13%
CC(=O)c1ccc(NC(=S)N2CCN(CCN3C(=O)c4cccc5cccc(c45)C3=O)CC2)cc1
 : -6% | 1% | 2% | -2% | 13% | 13%[10 µM] | 10% | 6%
CN(Cc1ccccc1)S(=O)(=O)c1ccc2c(c1)n(C)c(=O)c(=O)n2C
 : 3% | 4% | -3% | 0% | -2% | 2%[10 µM] | -6% | -7%
Brc1cc2c(cc1/C=N/Nc1nc(N3CCCC3)nc(N3CCOCC3)n1)OCO2
 : -3% | -9% | -12% | -3% | 0% | -48%[inhibitor] | -6% | -6%
Cn1nnc2cc(C(=O)NCc3ccc4c(c3)OCO4)ccc21
 : x | 2% | -4% | 0% | -4% | -1% | i | 3%
Cc1[nH]n(-c2ccccc2)c(=O)c1C=Nc1ccc(S(N)(=O)=O)cc1
 : x | -5% | x | -1% | -5% | 2%[10 µM] | -4% | -4%
